High-throughput results as filed in PubChem.
Bim-Bcl-W = inhibitors of Bim binding to Bcl-W, primary screen, biochemical, multiplexed, bead-based flow cytometry. Bcl-2-like protein 2 (Homo sapiens), Q92843. Bim peptide-Bcl-W binding. inhibition, % at 10 µM. 190,000 compounds, 0.02% hits. AID 952, 2007;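 note: 0% = bound tracer without compound and 100% = peptide blocker; higher means less fluorescent Bim peptide bound to Bcl-W beads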
Target sequence (Q92843 whole entry, looked up): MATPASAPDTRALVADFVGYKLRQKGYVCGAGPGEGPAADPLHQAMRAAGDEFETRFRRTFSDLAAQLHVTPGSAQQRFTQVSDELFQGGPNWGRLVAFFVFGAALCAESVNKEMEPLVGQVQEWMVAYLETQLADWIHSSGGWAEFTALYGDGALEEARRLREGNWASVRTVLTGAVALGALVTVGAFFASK
HRas wt GTP = modulators of GTP binding to HRas wildtype, primary screen, biochemical, bead-based flow cytometry, multiplex; GST-Ras wt beads, Bodipy-FL-GTP binding; actives lie on both sides; 190,000 compounds, 0.14% hits; GTP binding activity, % at 10 µM; GTPase HRas (Homo sapiens), P01112;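 active = GTP binding activity at least 20% away from the 100% baseline, either lowered as inhibitor or raised as activator; inconclusive = flagged as likely green fluorescent, judged across all proteins in the well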;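 note: 0% = unlabeled GTP competition control and 100% = no-compound control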
Bim-Bcl-B = inhibitors of Bim-Bcl-B binding, primary screen, biochemical, multiplexed, human Bcl-2 family; inhibition, % at 10 µM; 190,000 compounds, 0.073% hits; AID 951, 2007; Bcl-2-like protein 10 (Homo sapiens), Q9HD36; bead-based flow cytometry, Bim peptide-Bcl-B binding;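 note: 0% = tracer peptide without compound and 100% = reference inhibitor peptide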
Target sequence (Q9HD36 whole entry, looked up): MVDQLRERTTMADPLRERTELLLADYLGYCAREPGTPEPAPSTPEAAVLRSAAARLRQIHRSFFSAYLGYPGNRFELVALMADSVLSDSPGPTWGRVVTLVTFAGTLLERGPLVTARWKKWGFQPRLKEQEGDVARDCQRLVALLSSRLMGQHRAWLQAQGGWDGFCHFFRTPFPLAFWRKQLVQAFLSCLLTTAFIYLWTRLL
Rac1 mut GTP = GTP binding modulators of activated mutant Rac1, primary screen, biochemical, bead-based flow cytometry, multiplex, fluorescent GTP; Ras-related C3 botulinum toxin substrate 1 (Homo sapiens), P63000; GST-Rac1 activated beads; actives lie on both sides; 100% means binding = to untreated wells; percent activity (GTP binding), % at 10 µM; 190,000 compounds, 0.11% hits;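 active = GTP binding at least 20 percentage points away from the 100% baseline, in either direction, so actives lie on both sides; inconclusive = Compound likely fluorescent itself, or too few beads counted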
Rab7 wt GTP bind = modulators of GTP binding to Rab7, primary screen, biochemical, wildtype, multiplex bead flow cytometry | Rab7 GTPase wild type (dog), Bodipy-FL-GTP binding | GST-Rab7 beads, fluorescent GTP binding; actives lie on both sides; untreated = 100%, excess cold GTP = 0% | GTP binding activity (percent of control), % at 10 µM | 190,000 compounds, 0.055% hits | AID 758, 2007;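 active = fluorescent GTP binding to Rab7 beads changed by at least 20 points from the 100% baseline, either direction, mostly lower; inconclusive = compound itself probably fluorescent, or too few beads counted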;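 note: median green fluorescence of bound Bodipy-FL-GTP per Rab7 bead population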
Rac1 wt GTP bind = wildtype Rac1 GTP binding modulators, primary screen, biochemical, GST-Rac1 beads, flow cytometry, multiplex; GTP binding activity (% of control), % at 10 µM; fluorescent GTP binding; actives lie on both sides; 0 = cold GTP competed, 100 = untreated; Ras-related C3 botulinum toxin substrate 1 (Homo sapiens), P63000; AID 757, 2007; 190,000 compounds, 0.27% hits;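 active = GTP binding activity at least 20 points away from the 100% control level, either lower or higher; inconclusive = compound flagged as likely green fluorescent, judged across all proteins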
Bfl-1 Bim block = inhibitors of Bim binding to Bfl-1, primary screen, biochemical, multiplexed, bead-based flow cytometry. Bcl-2-related protein A1 (Homo sapiens), Q16548. Bim-Bfl-1 binding inhibition. inhibition, % at 10 µM. 190,000 compounds, 0.12% hits;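 note: 0% = wells without compound plus tracer and 100% = blocker peptide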
Cdc42 wt GTP = modulators of GTP binding to wildtype Cdc42, primary screen, biochemical, multiplex bead flow cytometry, Bodipy-GTP; Cell division control protein 42 homolog (Homo sapiens), P60953; GST-Cdc42 beads; actives lie on both sides; percent activity (GTP binding), % at 10 µM; 190,000 compounds, 0.2% hits;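 active = percent activity GTP binding at least 20 points away from the 100% baseline, either down as inhibitor or up as activator; inconclusive = compound flagged as likely green fluorescent from well-wide comparison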;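 note: median bead fluorescence of bound Bodipy-FL-GTP at 100 nM; 0% = excess unlabeled GTP control and 100% = no compound control; below 100% means less GTP binding so inhibitor and above means activator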
Target sequence (P60953 whole entry, looked up): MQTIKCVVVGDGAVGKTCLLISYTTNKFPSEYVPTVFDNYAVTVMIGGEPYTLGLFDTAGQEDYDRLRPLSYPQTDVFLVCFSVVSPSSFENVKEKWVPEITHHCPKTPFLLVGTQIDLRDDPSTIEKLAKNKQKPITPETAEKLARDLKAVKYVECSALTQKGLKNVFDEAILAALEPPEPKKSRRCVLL
Bcl-2 Bim block = inhibitors of Bim-Bcl-2 binding, primary screen, biochemical, multiplexed, human Bcl-2 family; Apoptosis regulator Bcl-2 (Homo sapiens), P10415; Bead-based flow cytometry, Bim peptide-Bcl-2 binding; inhibition, % at 10 µM; 190,000 compounds, 0.06% hits; AID 950, 2007; in the data active = inhibition above about 40%; inconclusive = no clear call, values can overlap the other calls;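 note: 0% = no compound wells with probe peptide and 100% = reference peptide inhibitor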
Target sequence (P10415 whole entry, looked up): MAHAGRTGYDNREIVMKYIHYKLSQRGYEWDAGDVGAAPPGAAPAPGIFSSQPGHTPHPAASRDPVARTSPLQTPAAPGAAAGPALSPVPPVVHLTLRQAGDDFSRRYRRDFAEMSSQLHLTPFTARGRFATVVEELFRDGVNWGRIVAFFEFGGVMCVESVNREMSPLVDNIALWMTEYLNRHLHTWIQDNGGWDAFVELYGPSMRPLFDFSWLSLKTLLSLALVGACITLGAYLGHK
Rab2A wt mod = modulators of GTP binding to Rab2A wildtype, primary screen, biochemical, dog, bead-based flow cytometry, multiplex; Ras-related protein Rab-2A (Canis lupus familiaris), P61105; 190,000 compounds, 0.19% hits; GST-Rab2 wt beads, Bodipy-GTP binding; GTP binding activity, % at 10 µM;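 active = GTP binding activity at least 20 points away from 100%, either lowered or raised; inconclusive = signal likely due to the compound's own green fluorescence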;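 note: 0% = beads with excess unlabeled GTP and 100% = no-compound control corrected for plate trend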
Bim-Bcl-XL = inhibitors of Bim-Bcl-XL binding, primary screen, biochemical, multiplexed, bead flow cytometry, human Bcl-XL; Bim peptide-Bcl-XL binding, fluorescence; inhibition, % at 10 µM; 190,000 compounds, 0.04% hits
Target sequence (Q07817 whole entry, looked up): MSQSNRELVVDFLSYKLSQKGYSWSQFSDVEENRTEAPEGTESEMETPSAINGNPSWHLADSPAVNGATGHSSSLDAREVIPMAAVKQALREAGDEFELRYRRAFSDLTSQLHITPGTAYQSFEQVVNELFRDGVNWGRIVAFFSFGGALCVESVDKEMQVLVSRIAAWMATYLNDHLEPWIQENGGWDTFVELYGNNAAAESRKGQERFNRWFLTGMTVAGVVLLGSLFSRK
* = called active by the depositor; u = inconclusive. Cut-off read from the data, not from the text of the source, unless noted: active = inhibition above about 40%.

The line under a structure holds: Bim-Bcl-W, HRas wt GTP, Bim-Bcl-B, Rac1 mut GTP, Rab7 wt GTP bind, Rac1 wt GTP bind, Bfl-1 Bim block, Cdc42 wt GTP, Bcl-2 Bim block, Rab2A wt mod, Bim-Bcl-XL
- COc1ccc(C(=O)n2nc(C)c(Br)c2C)cc1
    -3, 98, -5, 96, 94, 100, -1, 101, 0, 96, -2
- COc1ccc(S(=O)(=O)N2CCC(C(=O)N3CCCCC3)CC2)cc1OC
    -3, 101, 0, 99, 100, 102, -2, 102, -5, 98, -1
- COc1cccc(-c2nc(CSCC(=O)NCC3CCCO3)c(C)o2)c1 (stereo not given)
    -3, 99, -1, 97, 97, 97, -5, 98, 1, 98, -8
- CCC(C)[C@H](NC(=O)Nc1cccc(Cl)c1)C(=O)O (stereo not given in full)
    -9, 100, 0, 98, 102, 101, -7, 103, 0, 101, -2
- Cc1nn(Cc2ccc(C(=O)N3CCOCC3)o2)c(C)c1Br
    -3, 101, -7, 98, 103, 103, -2, 101, 0, 99, -3
- CSCC[C@H](NC(=O)OC(C)(C)C)c1nnc(SCC(=O)Nc2ccc(C)cc2C)o1
    0, 100, -7, 100, 103, 105, -4, 101, -6, 104, -5
- Cc1cccc(C2c3[nH]c4ccccc4c3CCN2C(=O)Cc2n[nH]c(C)n2)n1 (stereo not given)
    0, 98, -1, 95, 102, 95, -4, 93, -10, 99, 3
- COc1cc(C(=O)O/N=C(\N)c2ccncc2)cc(OC)c1OC
    -1, 105, 1, 102, 104, 103, -1, 105, 3, 105, 1
- O=S(=O)(N1CCOCC1)N1CCN(c2ccccc2F)CC1
    -1, 97, -4, 96, 95, 95, -3, 97, -6, 96, -2
- Cn1c(CCc2ccccc2)nnc1SCC(=O)N1CCOCC1
    0, 98, 1, 98, 96, 104, 2, 102, 1, 96, 1

Continuation.
The line under a structure holds: Bim-Bcl-W, HRas wt GTP, Bim-Bcl-B, Rac1 mut GTP, Rab7 wt GTP bind, Rac1 wt GTP bind, Bfl-1 Bim block, Cdc42 wt GTP, Bcl-2 Bim block, Rab2A wt mod, Bim-Bcl-XL
- COn1c(-c2ccccc2)nc2c1CCc1nonc1-2
    -1, 101, -1, 97, 100, 96, -2, 97, 0, 98, -2
- O=C(CSc1nc2ccc(Cl)cc2[nH]1)Nc1ccc2c(c1)CCC2
    -3, 97, -7, 97, 96, 101, -8, 103, -8, 94, -5
- CCOC(=O)CNC(=O)CSc1nnc(-c2ccccc2OC)n1CC
    -2, 97, -7, 100, 99, 105, -16, 97, -8, 100, -4
- COc1ccc(NC(=S)N2CCCC(CO)C2)c(OC)c1 (stereo not given)
    -13, 102, -36, 101, 104, 105, 0, 101, -6, 101, -17
- O=[N+]([O-])c1ccc(C=Nc2cccc3ccccc23)s1
    0, 93, 0, 96, 93, 93, -3, 92, 1, 93, 0
- CN(C)S(=O)(=O)c1ccc(Cl)c(-c2nnc3n2CCCCC3)c1
    0, 95, -1, 95, 96, 95, 3, 91, 4, 96, -3
- Cc1nc2ccccn2c1C(=O)CSc1ccccc1
    0, 94, -5, 91, 98, 96, -2, 95, -2, 96, -1
- CCC(CC)NC(=O)c1cccc([N+](=O)[O-])c1C
    0, 101, 0, 100, 108, 102, -1, 103, 1, 100, -1
- COc1ccc2c(c1)[nH]c1c(=O)n(CCCn3ccnc3)cnc12
    0, 99, -3, 101, 97, 107, -10, 98, -10, 98, -3
- O=C(c1cc(-c2ccc(Cl)cc2)on1)N1CCOCC1
    0, 101, -9, 100, 100, 103, -12, 99, -6, 101, -3

(further entries)
The line under a structure holds: Bim-Bcl-W, HRas wt GTP, Bim-Bcl-B, Rac1 mut GTP, Rab7 wt GTP bind, Rac1 wt GTP bind, Bfl-1 Bim block, Cdc42 wt GTP, Bcl-2 Bim block, Rab2A wt mod, Bim-Bcl-XL
- CNC(=O)C(=O)Nc1ccc(C)cc1C
    0, 96, -2, 97, 107, 100, -4, 96, -2, 99, -2
- NC(=O)C[C@@H]1N[C@]2(C(=O)Nc3ccccc32)[C@@H]2C(=O)N(c3cc(C(F)(F)F)ccc3Cl)C(=O)[C@H]12
    -1, 95, 4, 96, 94, 96, 0, 95, 3, 97, 2
- Cc1cc(C)n(CC(C)Nc2nc3nonc3nc2N2CCCCC2)n1 (stereo not given)
    -4, 98, -2, 95, 94, 102, -8, 97, -4, 97, -2
- COc1ccccc1N1CCN(C(=O)Nc2cccc(C)c2)CC1
    -2, 103, -11, 100, 102, 102, -9, 102, -10, 101, -8
- CCOc1cc(C(=O)OCC(=O)Nc2cc(C)on2)ccc1OCC(C)C
    0, 97, -1, 100, 95, 97, -7, 100, -2, 97, -2
- CCCC(=O)C1=C(O)C(C(=O)OC)C(C)(C)CC1=Nc1ccccc1 (stereo not given)
    -2, 103, -7, 101, 100, 105, -16, 101, -8, 101, -6
- COc1ccc(OC)c(CNc2nc3ccccc3n2CCN2CCCCC2)c1
    -1, 100, -9, 101, 98, 109, -16, 103, -7, 102, -4
- CC(C)CNC(=O)c1ccc(NC(=O)c2ccccc2[N+](=O)[O-])cc1
    -3, 102, -5, 102, 101, 109, 1, 103, 1, 101, -4
- FC(F)(F)c1cccc(N2CCN(c3nnnn3-c3ccccc3)CC2)c1
    0, 99, 0, 99, 100, 98, -1, 98, -3, 100, 0
- CCOC(=O)COc1cc(=O)n(CC)c2ccccc12
    -1, 101, 1, 100, 100, 106, -7, 105, 0, 102, -3

Remaining list, next part.
The line under a structure holds: Bim-Bcl-W, HRas wt GTP, Bim-Bcl-B, Rac1 mut GTP, Rab7 wt GTP bind, Rac1 wt GTP bind, Bfl-1 Bim block, Cdc42 wt GTP, Bcl-2 Bim block, Rab2A wt mod, Bim-Bcl-XL
- CNC(=S)N(Cc1ccc2c(c1)OCO2)C1CC(=O)N(c2ccccc2)C1=O (stereo not given)
    -2, 101, -9, 98, 103, 103, 0, 103, -6, 99, -6
- O=C(NCCOC(=O)C1COc2ccccc2O1)c1cccnc1 (stereo not given)
    -3, 102, -12, 100, 102, 108, -17, 104, -8, 102, -9
- Cc1cc(C(=O)OCC(=O)Nc2nc(-c3ccccc3)cs2)c(C)o1
    5, 102, -4, 99, 99, 104, -10, 104, -8, 101, 3
- COc1ccc(N2CCN(CC(O)COc3ccc([N+](=O)[O-])cc3)CC2)cc1 (stereo not given)
    1, 100, -3, 101, 100, 104, 1, 100, 3, 100, -1
- O=C(CNC1C(=O)Nc2ccccc21)Sc1ccccc1 (stereo not given)
    0, 100, -10, 98, 98, 101, -6, 101, -7, 101, 0
- CCOCCCNC(=O)C(c1ccc(OC)cc1)N(Cc1ccc2c(c1)OCO2)C(=O)c1ccccn1 (stereo not given)
    -5, 99, -3, 99, 100, 100, -4, 95, -4, 98, -6
- COc1ccccc1OCCCCCc1c(C)n[nH]c1C
    0, 101, 0, 100, 96, 101, 0, 101, -2, 97, 1
- Cc1ccc2c(c1)C(c1ccncc1)=NNC(c1ccc(F)cc1)=N2
    -8, 98, -7, 94, 99, 99, -2, 95, -2, 94, -14
- CC1CN(C(=O)COC(=O)c2nn(-c3ccccc3)c(=O)c3ccccc23)CC(C)O1 (stereo not given)
    -2, 97, -6, 98, 101, 102, -6, 99, -1, 98, -1
- CN(C)C(CNC(=S)Nc1ccccc1Cl)c1cccnc1 (stereo not given)
    -2, 95, -3, 97, 95, 96, -2, 95, -2, 97, -3

Full records, quoted from the list. Screens in order: Bim-Bcl-W, HRas wt GTP, Bim-Bcl-B, Rac1 mut GTP, Rab7 wt GTP bind, Rac1 wt GTP bind, Bfl-1 Bim block, Cdc42 wt GTP, Bcl-2 Bim block, Rab2A wt mod, Bim-Bcl-XL
CSCC[C@H](NC(=O)OC(C)(C)C)c1nnc(SCC(=O)Nc2ccc(C)cc2C)o1 is entered as 0, 100, -7, 100, 103, 105, -4, 101, -6, 104, -5
FC(F)(F)c1cccc(N2CCN(c3nnnn3-c3ccccc3)CC2)c1 is entered as 0, 99, 0, 99, 100, 98, -1, 98, -3, 100, 0

(next part)
The line under a structure holds: Bim-Bcl-W, HRas wt GTP, Bim-Bcl-B, Rac1 mut GTP, Rab7 wt GTP bind, Rac1 wt GTP bind, Bfl-1 Bim block, Cdc42 wt GTP, Bcl-2 Bim block, Rab2A wt mod, Bim-Bcl-XL
- CN1C(=O)C(O)(CC(=O)c2cccc(-n3cccc3)c2)c2ccccc21 (stereo not given)
    0, 96, -3, 98, 94, 98, -10, 96, -5, 97, -3
- O=C(Nc1c(-c2ccccc2)nc2ccccn12)c1ccco1
    5, 100, -7, 96, 99, 102, -14, 101, -5, 97, -2
- CCCN1CCN(S(=O)(=O)c2ccc(OC)c(Br)c2)CC1
    0, 104, -6, 99, 101, 108, -10, 106, -10, 104, -3
- COc1ccccc1NC(=S)NCCN1CCOCC1
    -3, 103, -6, 104, 100, 105, -7, 106, -3, 101, -6
- O=C(CSc1ncnc2nc[nH]c12)c1ccccc1
    -3, 100, -14, 98, 98, 101, -18, 97, -12, 98, -8
- COc1ccc(C(=O)N2CC=C(c3ccccc3)CC2)cc1S(=O)(=O)N1CCOCC1
    0, 98, -8, 96, 95, 97, -6, 99, -9, 97, -1
- Cc1cc(-c2ccc(Cl)cc2)n2nc(N)nc2n1
    0, u, 1, u, u, u, -2, u, -4, u, 3
- O=C(CCSc1ccccc1)Nc1nnc(-c2ccccc2)o1
    -5, 100, -6, 98, 97, 103, 0, 99, -5, 97, -9
- COc1ccc(NC2SC(=O)N(C)C2=O)cc1 (stereo not given)
    -1, 98, -6, 100, 97, 101, -5, 99, 1, 98, -4
- CC(C)(C)n1nnnc1C(c1cccs1)N(Cc1ccccc1)Cc1cccnc1 (stereo not given)
    -5, 100, -8, 98, 101, 101, -6, 102, -13, 103, -10
- COc1ccc(OC)c2c1nc1n2CCS1
    -1, 95, -13, 98, 95, 97, 2, 95, -7, 95, -5
- CCOc1ccccc1N1CCN(Cc2ccc(OC)c(OC)c2OC)CC1
    1, 102, -3, 100, 100, 102, -1, 103, 1, 100, 0
- COc1ccccc1NC(=O)N1CCN(c2ncccn2)CC1
    0, 100, -11, 97, 100, 97, -10, 99, -11, 98, -16
